Bioassay records (PubChem BioAssay)
GSTO1 inh – blocks human GSTO1 in RBBP9 counter-screen | P78417 | recombinant GSTO1, activity-based probe fluorescence polarization | inhibition, % at 5.96 µM | 300,000 compounds, 1.1% hits;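 active = inhibition above the campaign mean inhibition plus 3 SD, cut at about 35% in these data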;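 note: 0% = GSTO1-1 with DMSO and 100% = wells lacking GSTO1-1 enzyme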
PREPL inhibitor – human PREPL enzyme inhibition; Q4J6C6; recombinant PREPL, fluorescence polarization activity-based probe; inhibition, % at 5.96 µM; 320,000 compounds, 0.68% hits; AID 2751; in the data active = inhibition above about 43%;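 note: 0% = enzyme with DMSO and 100% = wells lacking enzyme; many of its hits are not listed in these tables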
pPAFAH inh – inhibitors of human plasma PAF acetylhydrolase (pPAFAH); recombinant pPAFAH, FP-rhodamine probe fluorescence polarization; inhibition, % at 3.39 µM; 330,000 compounds, 1.5% hits;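 active = inhibition above the mean inhibition across the screen plus 3 SD, cut at about 25% in these data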;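 note: inhibitors block binding of the rhodamine activity-based probe so polarization drops; 0% = enzyme with DMSO and 100% = wells lacking pPAFAH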
PAFAH1B2 FP inh – inhibitors of human PAFAH1B2; P68402; recombinant PAFAH1B2, FP-rhodamine activity probe, fluorescence polarization; inhibition, % at 3.39 µM; 340,000 compounds, 1.2% hits; AID 492953;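 active = inhibition above the mean of all tested compounds plus 3 SD, cut at about 24% in these data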;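 note: 0% = enzyme with DMSO and 100% = wells lacking PAFAH1B2; many of its hits are not listed in these tables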
Target sequence (P68402 whole entry, looked up): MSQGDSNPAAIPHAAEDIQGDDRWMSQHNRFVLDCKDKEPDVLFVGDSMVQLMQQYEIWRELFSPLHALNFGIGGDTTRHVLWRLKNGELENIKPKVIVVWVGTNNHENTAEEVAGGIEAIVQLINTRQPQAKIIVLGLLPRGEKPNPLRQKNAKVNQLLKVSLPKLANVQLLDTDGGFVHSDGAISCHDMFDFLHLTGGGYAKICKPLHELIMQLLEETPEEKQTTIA
LYPLA2 inh – blocks human lysophospholipase 2, a PME1 counter-screen. O95372. recombinant LYPLA2, FP-Rh probe fluorescence polarization. inhibition, % at 5.9 µM. 320,000 compounds, 0.38% hits;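 active = inhibition above the screen-wide mean plus 3 SD, limit set per campaign, cut at about 26% in these data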;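 note: 0% = LYPLA2 with DMSO and 100% = wells lacking LYPLA2 enzyme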
PAD4 inh – inhibitors of human PAD4; 330,000 compounds, 0.41% hits; Q9UM07; inhibition, % at 6.36 µM; recombinant PAD4, RCA probe fluorescence polarization; AID 485272;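 active = percent inhibition above a cutoff equal to the mean of all tested compounds plus 3 SD, cut at about 15% in these data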;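 note: 0% = PAD4 with RCA probe and DMSO and 100% = probe without PAD4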
Target sequence (Q9UM07 whole entry, looked up): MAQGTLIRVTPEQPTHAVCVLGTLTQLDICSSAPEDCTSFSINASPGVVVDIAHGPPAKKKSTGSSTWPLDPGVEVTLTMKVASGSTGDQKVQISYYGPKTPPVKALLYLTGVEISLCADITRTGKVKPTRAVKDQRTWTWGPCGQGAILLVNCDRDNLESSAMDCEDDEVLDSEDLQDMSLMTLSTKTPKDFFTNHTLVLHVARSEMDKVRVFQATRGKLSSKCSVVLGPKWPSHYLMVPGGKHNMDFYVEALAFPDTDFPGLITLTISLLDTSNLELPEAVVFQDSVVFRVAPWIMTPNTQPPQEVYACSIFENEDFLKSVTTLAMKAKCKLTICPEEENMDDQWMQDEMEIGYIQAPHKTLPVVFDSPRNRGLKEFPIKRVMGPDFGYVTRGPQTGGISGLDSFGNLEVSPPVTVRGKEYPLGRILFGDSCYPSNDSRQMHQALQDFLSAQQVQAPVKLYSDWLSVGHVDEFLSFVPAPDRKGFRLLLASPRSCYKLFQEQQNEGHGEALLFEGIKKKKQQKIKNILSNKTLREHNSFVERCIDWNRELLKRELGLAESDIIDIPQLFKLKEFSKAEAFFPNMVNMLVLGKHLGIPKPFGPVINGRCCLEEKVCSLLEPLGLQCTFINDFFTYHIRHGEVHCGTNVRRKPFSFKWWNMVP
PME-1 inh – blocks human protein phosphatase methylesterase 1 | inhibition, % at 5.9 µM | recombinant PME-1, FP-Rh probe fluorescence polarization | 320,000 compounds, 0.53% hits | AID 2130 | Q9Y570;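 active = inhibition above the campaign mean of all compounds plus 3 SD, cut at about 26% in these data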;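 note: competitive labeling of PME-1 active site by serine hydrolase directed probe; 0% = PME-1 with DMSO and 100% = wells lacking PME-1 enzyme; inhibitors block probe labeling so polarization falls and inhibition rises; many of its hits are not listed in these tables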
LYPLA1 counter – LYPLA1 (human) inhibition in PME1 counter-screen; O75608; recombinant LYPLA1, FP-Rh probe fluorescence polarization; inhibition, % at 5.9 µM; 320,000 compounds, 0.16% hits; AID 2174;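 active = inhibition above the mean of all tested compounds plus 3 SD, set per campaign, cut at about 14% in these data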;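 note: inhibitors block serine hydrolase probe labeling of LYPLA1 so polarization falls; 0% = enzyme with DMSO and 100% = wells lacking LYPLA1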
PAFAH1B3 FP inh – inhibitors of human PAFAH1B3 | Q15102 | recombinant PAFAH1B3, FP-rhodamine probe, fluorescence polarization | inhibition, % at 3.39 µM | 340,000 compounds, 0.28% hits | AID 492972;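 active = inhibition above the screen-wide average of all tested compounds plus 3 SD, cut at about 25% in these data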;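 note: 0% = enzyme with DMSO only and 100% = wells lacking PAFAH1B3 protein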
* = called active by the depositor; nt = not tested or not shown. An excerpt. The share of hits here may be higher or lower than overall.

SMILES	GSTO1 inh	PREPL inhibitor	pPAFAH inh	PAFAH1B2 FP inh	LYPLA2 inh	PAD4 inh	PME-1 inh	LYPLA1 counter	PAFAH1B3 FP inh
Clc1ccc(OCc2nnc3n2CCCCC3)c(Cl)c1	6	-12	5	5	2	2	3	0	3
CN(C)S(=O)(=O)Nc1ccccn1	7	17	-2	6	0	0	4	-1	2
CN(CC(=O)Nc1ccc(Cl)c(C(F)(F)F)c1)C(=O)c1cccs1	3	10	2	7	4	8	1	0	-4
O=C(O)CNC(=O)c1ccc(Sc2ccccc2)c([N+](=O)[O-])c1	-4	-8	1	15	3	5	2	-2	4
Cc1[nH]nc2ncc(C(=O)c3cc(F)ccc3O)cc12	6	-5	-4	-1	6	-4	-5	-2	4
Nc1nc(-c2cc3c(cc2Cl)OCCO3)cs1	2	4	3	5	-1	1	2	-8	5
O=C(O)C1C2C=CC3(CN(c4cccc(C(F)(F)F)c4)C(=O)C13)O2 (configuration not stated)	6	-1	2	25*	0	-1	-1	-2	6
Cc1cc(=O)oc2cc(NC(=O)c3ccccc3C(=O)O)ccc12	-6	14	-6	6	-8	3	3	-7	-3
CC(NC(=O)C1CCN(c2nnc(-n3cccc3)s2)CC1)C12CC3CC(CC(C3)C1)C2 (configuration not stated)	-8	6	5	9	0	-1	-3	2	4
CCOc1cccc(C(=O)N2CCCN(C)CC2)c1	2	10	1	1	2	4	0	1	15
CCOc1cc(CNCCO)cc(Br)c1OCc1ccc(Cl)cc1	3	-42	4	1	0	0	-2	1	-4
CCCC1(c2ccccc2)NC(=O)N(CC(=O)Nc2cc(OC)cc(OC)c2)C1=O (configuration not stated)	-2	-31	-4	-4	-7	-9	-3	-3	7
Cc1nn(CC(=O)NNC(=S)Nc2ccccc2)c(C)c1[N+](=O)[O-]	-4	-4	1	-2	4	3	-3	-1	8
CC(=O)CSc1nnc(-c2ccc3c(c2)OCO3)o1	4	-12	6	-1	4	1	-2	0	-4
COCCNC(=O)/C(C#N)=C/c1c(N2CCCCCC2)nc2ccccn2c1=O	-2	5	-7	0	-1	2	-10	-3	6
CCc1ccccc1NC(=O)N[C@@H](C)C(=O)OC	8	5	4	0	-3	-9	-4	-3	8
O=C(CCSCc1ccccc1F)NCc1cccnc1	2	-4	4	1	0	-1	8	4	4
Cn1c(CNC(=O)CCNC(=O)c2ccc(Br)cc2)cc(=O)n(C)c1=O	7	5	5	1	-2	-2	0	0	4
CCCNS(=O)(=O)c1ccc(OCC(=O)N2CCCC2)cc1	-4	8	8	7	2	4	-1	1	5
Cc1cc(C)c(NC(=O)Nc2ccccc2C)c(Cl)c1	-5	-6	2	2	-5	1	-5	0	-3
CN(C(=O)COC(=O)c1cc([N+](=O)[O-])ccc1Sc1ccccc1)C1CCS(=O)(=O)C1 (configuration not stated)	-7	0	3	3	14	3	3	2	13
Cc1cccc(-n2c(C)cc(/C=N/NC(N)=S)c2C)c1	2	18	-4	-1	-1	-4	-5	1	0
CCN(C(=O)CN1C(=S)NC(C)(C)CC1C)c1ccc(C)c(C)c1 (configuration not stated)	1	-7	1	-3	4	1	0	3	3
COc1ccc(-c2noc(-c3cccs3)n2)cc1OC	-6	11	-3	4	-3	0	-9	-1	4
Cc1cc(C)n2c(SCC(=O)NC3CCCCC3)nnc2n1	-2	2	0	7	5	-1	1	1	9
CCC(Sc1nc(C)cc(=O)[nH]1)C(=O)Nc1sc2c(c1C#N)CCCC2 (configuration not stated)	-19	1	-3	8	0	-2	-6	-3	1
CC(C)C(=O)NC(=S)N(Cc1ccccc1)Cc1ccccc1	0	-1	3	1	1	-3	-3	-5	7
COC(=O)[C@@H](NC(=O)NCc1ccccc1Cl)C(C)C	10	3	4	-2	0	-5	3	-1	1
CCNc1nc(NCc2ccccc2)nc(SCC(N)=O)n1	3	0	4	3	0	-3	8	-1	4
Cc1cc(C2(c3ccc(O)c(C)c3)C(=O)Nc3ccccc32)ccc1O	-2	0	2	7	-4	-3	-3	-2	-3
O=[N+]([O-])c1cccc(-c2noc(COc3ccccc3)n2)c1	4	6	2	3	-5	0	4	-6	-4
C=CCOc1ccc(CNc2ccc3[nH]c(=O)[nH]c3c2)cc1OCC	7	13	0	0	6	-5	2	2	4
O=C(Nc1ccc(N2CCCCC2)cc1)c1ccccn1	7	9	1	4	1	-2	-4	5	2
CC(C)[C@H](NC(=O)[C@@H]1Cc2ccccc2CN1C(=O)OC(C)(C)C)C(=O)NCC1CCC(C(=O)O)CC1 (some centres not stated)	11	1	22	-1	2	0	-1	0	-1
CC(C)C(NC(=O)CN1C(=O)c2cccc3cccc1c23)C(C)C	3	-4	10	-1	6	-7	3	-1	1
O=C(COc1cccc(-n2cnnn2)c1)NC1CCCCC1	8	2	2	8	7	-4	-5	0	3
COc1ccc(-c2[nH]ncc2-c2cnc(C)s2)c(O)c1	-3	6	-4	-1	-1	-4	-10	3	-8
CC(C)(C)c1ccc(OCC(=O)N2CCN(C=O)CC2)cc1	11	-1	19	8	8	-2	4	2	9
CC(C)OP(=O)(OC(C)C)C1(O)C(=O)Nc2ccccc21 (configuration not stated)	11	-6	2	0	0	0	0	-4	3
COCCNC(=O)CC(c1ccccc1)c1ccccc1	8	-1	5	0	5	1	-4	2	3
CC(NC(N)=O)C(=O)Nc1ccc(Cl)c(S(=O)(=O)Nc2ccc(Br)cc2)c1 (configuration not stated)	5	6	11	5	6	2	3	2	0
O=C(Cn1c(-c2ccccc2Cl)nc2ccccc21)Nc1cccc(Cl)c1	-1	3	2	0	-4	-5	-3	-7	7
CCOc1ccc(CCNC(=O)COn2nnc3ccc(S(=O)(=O)N4CCOCC4)cc32)cc1OCC	8	-2	0	4	2	-1	4	-1	2
Cc1ccc(-n2nc(C)cc2N)c(C)c1	-9	-5	4	4	-6	-2	2	-2	-3
CCn1nc(C(=O)N[C@@H](CCSC)c2nc3ccccc3[nH]2)c2ccccc2c1=O	-1	-10	-2	3	-4	-3	-7	0	3
Cn1c(SCC(=O)Nc2ccccc2[N+](=O)[O-])nnc1C(F)(F)F	0	-5	9	0	-1	5	2	-2	11
O=C(NCCC1=CCCCC1)c1cc(-c2ccncc2)nc2ccccc12	4	-5	2	-1	2	-1	1	-2	2
COc1ccc(OC)c(S(=O)(=O)Nc2cc3c(cc2N2CCCC2)n(C)c(=O)c(=O)n3C)c1	8	33	9	2	-1	-6	3	0	9
CC(C)c1ccc(NC(=S)N2CCN(S(=O)(=O)c3ccccc3)CC2)cc1	8	13	22	9	9	3	3	-1	9
Cc1ccc2[nH]c3c(=O)n(Cc4ccncc4)cnc3c2c1	7	18	4	4	-3	-2	-5	-4	4

(cont.)
SMILES	GSTO1 inh	PREPL inhibitor	pPAFAH inh	PAFAH1B2 FP inh	LYPLA2 inh	PAD4 inh	PME-1 inh	LYPLA1 counter	PAFAH1B3 FP inh
O=C(CNc1n[nH]c(=O)[nH]c1=O)N/N=C/c1cccnc1	4	-3	4	6	3	-1	-5	-1	11
CCCc1nc(SCC(=O)N2CCCCCC2)c2c(=O)n(C)c(=O)n(C)c2n1	-3	9	0	nt	-4	-2	-7	2	nt
Cc1ccc(-n2nc(C)c3cc(C(=O)O)sc32)cc1	-3	8	-1	14	1	3	0	0	3
O=c1cc(O)c2ccc(O)cc2o1	4	11	23	-3	-1	-8	4	3	6
CC(=O)Nc1ccccc1C(=O)C(=O)Nc1ccc(C(=O)NCC2CCCO2)cc1 (configuration not stated)	-5	-12	3	0	2	0	3	2	4
CC1(C)CC(O)CC(C)(C)N1CC(O)COCCOc1ccc(Br)cc1 (configuration not stated)	35*	43	2	10	-7	2	-9	-2	3
Cc1c(C=NCCOCc2ccccc2)cnn1C	-3	0	0	-2	-6	-2	-7	-6	4
CCc1ccccc1NC(=O)CCC(=O)c1cccs1	-3	0	10	1	-2	-6	0	0	11
Cc1ccc(OCc2ccc(C(=O)Nc3cc(C)on3)o2)c([N+](=O)[O-])c1	1	-4	1	-6	-4	0	-10	0	12
NS(=O)(=O)c1cccc(NC(=S)NCc2ccc3c(c2)OCO3)c1	1	0	3	-3	-4	0	3	3	7
CCN(C(N)=S)c1ccccc1	8	9	-4	3	3	0	-4	3	1
COc1cc(C(=S)N2CCCC2)cc(Cl)c1OCC(=O)Nc1ccc(C)cc1C	-1	29	9	2	5	-2	6	0	8
CC(=O)n1cc(/C=C2/N=C(c3ccccc3)OC2=O)c2ccccc21	-5	0	-8	2	0	-4	1	-2	4
OC1CCCN(Cc2ccc3ccc4cccc5ccc2c3c45)C1 (configuration not stated)	12	-2	-1	-2	-8	3	4	-5	2
CC(C)(C)NC(=S)NCc1ccncc1	4	4	-1	1	2	0	3	0	4
COc1ccc(Cn2nnc3ccccc32)cc1	9	50*	2	5	7	6	-2	1	7
COc1cccc(C(=O)CSc2nnnn2C)c1	8	-1	2	5	0	-1	-4	0	-4
Cc1cc(C)nc(NS(=O)(=O)c2ccc(Br)s2)c1	-3	1	6	1	-3	-2	3	1	-11
COc1ccccc1C1CC(c2ccc(NS(C)(=O)=O)cc2)=NN1C(=O)c1ccccc1 (configuration not stated)	-3	-10	-1	3	3	-2	2	1	4
CCOc1cc(/C=N/NC(=O)COc2ccc(Cl)cc2)ccc1OS(=O)(=O)c1ccccc1	-33	-8	8	-16	-39	-13	1	-27	-31
O=C(c1ccc(OC2CCN(C/C=C/c3ccc(F)cc3)CC2)cc1)N1CCCCC1	2	4	9	-1	13	-2	-3	2	-2
COc1ccc(-n2cnc3scc(-c4ccc(OC)c(OC)c4)c3c2=O)cc1	-3	-2	3	-2	1	-5	5	2	-5
Nc1cccc(C2=Nc3cccc4cccc(c34)N2)c1	2	15	-3	25*	-10	-6	24	-18	33*
COc1ccc(N(C(=O)/C=C/c2ccccc2)C2=CC3CCC(C2)N3C)cc1 (configuration not stated)	13	3	2	2	0	-2	-1	1	-2
COC(=O)c1sccc1NC(=O)Nc1cccc(OC)c1	4	10	0	-5	2	-3	-4	3	-1
COc1ccccc1N1C(=O)CC(N2CCc3ccccc32)C1=O (configuration not stated)	-6	-2	11	5	4	-1	1	-2	-6
CCCCN(CC)C(=O)c1oc2ccc(S(=O)(=O)N3CCCC3)cc2c1C	-8	-4	3	7	1	6	3	2	10
COC(=O)C1=C(C)N(CCCC(=O)O)C(=O)NC1c1ccc([N+](=O)[O-])cc1 (configuration not stated)	4	2	-2	6	1	2	2	2	10
COc1ccccc1/C=C/C=c1\sc2nc(=O)c(Cc3ccccc3)nn2c1=O	-4	12	23	4	-5	-4	-2	-4	-5
Cc1ccc(NC(=O)COCC(=O)Nc2ccc(C)cc2)cc1	1	-8	6	5	8	-6	-3	0	11
Cc1cccnc1NC(=O)CNC(=O)c1cccs1	13	9	1	5	5	0	1	1	0
O=C(C1=C[C@@H](c2coc3ccccc3c2=O)C[C@@H](OCCCCO)O1)N1CCN(Cc2ccc3c(c2)OCO3)CC1	5	15	3	0	4	4	5	0	0

3 compounds out of the list above, arranged by their value in PAFAH1B3 FP inh, lowest first.
SMILES,PREPL inhibitor,pPAFAH inh,PAFAH1B2 FP inh,PAD4 inh,PME-1 inh,PAFAH1B3 FP inh
Cc1cc(C2(c3ccc(O)c(C)c3)C(=O)Nc3ccccc32)ccc1O,0,2,7,-3,-3,-3
Cc1ccc2[nH]c3c(=O)n(Cc4ccncc4)cnc3c2c1,18,4,4,-2,-5,4
CCOc1cccc(C(=O)N2CCCN(C)CC2)c1,10,1,1,4,0,15
